# NSD2 HMT inh = NSD2 (human) methyltransferase inhibition. AID 743445. 310,000 compounds, 0.54% hits. inhibition, % at 12.5 µM. NSD2 peptide methylation, AlphaScreen, 120 min. O96028; in the data active = inhibition above about 50%
# Target sequence (O96028 whole entry, looked up): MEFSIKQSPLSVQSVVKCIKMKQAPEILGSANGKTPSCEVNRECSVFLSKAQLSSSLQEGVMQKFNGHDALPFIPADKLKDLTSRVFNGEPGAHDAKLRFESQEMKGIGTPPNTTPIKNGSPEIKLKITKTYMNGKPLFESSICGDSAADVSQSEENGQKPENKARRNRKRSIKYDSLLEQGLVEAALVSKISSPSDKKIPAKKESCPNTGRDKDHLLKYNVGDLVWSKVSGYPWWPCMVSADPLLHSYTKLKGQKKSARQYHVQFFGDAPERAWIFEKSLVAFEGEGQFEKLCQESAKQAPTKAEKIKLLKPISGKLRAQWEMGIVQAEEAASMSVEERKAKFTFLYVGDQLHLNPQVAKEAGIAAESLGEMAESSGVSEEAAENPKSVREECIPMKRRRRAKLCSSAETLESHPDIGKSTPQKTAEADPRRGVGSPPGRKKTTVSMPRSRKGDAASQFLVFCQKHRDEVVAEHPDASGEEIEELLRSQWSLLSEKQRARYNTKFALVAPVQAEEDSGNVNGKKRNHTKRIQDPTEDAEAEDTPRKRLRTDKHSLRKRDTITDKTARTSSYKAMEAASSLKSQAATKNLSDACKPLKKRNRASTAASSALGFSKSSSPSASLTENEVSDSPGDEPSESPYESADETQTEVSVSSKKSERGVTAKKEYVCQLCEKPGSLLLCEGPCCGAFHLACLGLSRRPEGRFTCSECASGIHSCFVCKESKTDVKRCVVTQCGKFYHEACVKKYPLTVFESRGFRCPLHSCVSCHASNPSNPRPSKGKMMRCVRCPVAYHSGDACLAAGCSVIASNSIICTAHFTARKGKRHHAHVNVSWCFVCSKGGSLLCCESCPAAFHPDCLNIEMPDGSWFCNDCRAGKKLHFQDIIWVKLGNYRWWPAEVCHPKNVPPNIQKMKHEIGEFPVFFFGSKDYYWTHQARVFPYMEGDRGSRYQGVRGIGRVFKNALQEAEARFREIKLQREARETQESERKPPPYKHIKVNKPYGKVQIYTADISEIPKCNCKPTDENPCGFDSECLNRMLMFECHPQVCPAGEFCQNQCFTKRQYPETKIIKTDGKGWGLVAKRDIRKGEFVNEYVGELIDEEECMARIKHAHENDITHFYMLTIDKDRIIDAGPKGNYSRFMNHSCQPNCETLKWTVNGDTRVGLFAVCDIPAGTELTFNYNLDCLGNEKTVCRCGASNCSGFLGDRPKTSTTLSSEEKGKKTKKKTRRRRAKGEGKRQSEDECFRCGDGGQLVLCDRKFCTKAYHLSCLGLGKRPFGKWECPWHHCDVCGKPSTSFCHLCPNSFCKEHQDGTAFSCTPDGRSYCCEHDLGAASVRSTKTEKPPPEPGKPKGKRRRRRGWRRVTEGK
# CAL PDZ FP-1 = CAL PDZ (human) peptide binding inhibition; purified CAL PDZ, TMR-peptide fluorescence polarization, 1 h; Q9HD26; AID 602252; inhibition, % at 24.9 µM; 300,000 compounds, 0.92% hits;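 active = mean inhibition of at least 30% with at least half of replicates also reaching 30%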;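 note: 0% = DMSO neutral control and 100% = excess unlabeled competitor peptide PRC23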
# Cardiac RTF inh = cardiac RTF calcium desensitization. IANBD-labeled cardiac RTF, Ca2+ fluorescence. 340,000 compounds, 0.12% hits. P19429+P45379. inhibition, % at 7.15 µM;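 active = inhibition above the mean inhibition of all tested compounds plus 3 SD, cut at about 17% in these data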;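 note: assay run at fixed EC70 calcium of 1.6 mM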
# LANA DNA inh = inhibitors of KSHV LANA C-terminal domain DNA binding; MBP-C-LANA/FAM-LBS DNA binding, fluorescence polarization; inhibition, % at 9 µM; 340,000 compounds, 0.078% hits;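 active = highest replicate inhibition at or above 60% at 9 µM, even if other replicates fall short; inactive = all replicates below 60% inhibition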;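 note: 0% = neutral control wells and 100% = 4 µM acridine orange control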
# CAL PDZ FP-2 = human CAL PDZ-peptide interaction inhibition. purified CAL PDZ, TMR-peptide fluorescence polarization, 1 h. inhibition, % at 20 µM. 330,000 compounds, 0.02% hits. AID 504414;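 active = highest replicate inhibition of at least 40%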;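 note: plate controls were DMSO neutral control wells for no effect and unlabeled competitor peptide control wells for full effect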
#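 System: tagged CAL PDZ domain. Schedule: 1 h room-temperature incubation prior to read. Signal: fluorescence polarization (mP). Measure: percent inhibition from loss of millipolarization.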
# V-ATPase pHluor = regulators of yeast V-ATPase proton transport. S. cerevisiae, pHLuorin cytosolic pH fluorescence. response, % at 10 µM. 350,000 compounds, 0.37% hits; in the data active = response mostly above about 7.3%, no sharp cut-off; inactive = mostly below about 5.4%; note: actives read high; inactives centre near 0; some compounds called inactive have numbers as strong as hits; reference of the scale not given here
# DSG3 Ab inh = inhibitors of pemphigus antibody binding to human desmoglein-3; DSG3-coupled beads, scFv-anti-DSG3-GFP binding, flow cytometry; active compounds read low; binding (percent of control), % at 10 µM; 310,000 compounds, 0.48% hits; AID 588358;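 active = binding more than 3 SD below its plate's average and above zero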;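 note: hits lower antibody fragment binding to DSG3; some compounds called inactive have numbers as strong as hits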
# Keap1-Nrf2 PPI = Keap1-Nrf2 (human) interaction inhibition | 340,000 compounds, 0.15% hits | inhibition, % at 9.4 µM | Keap1 Kelch-Nrf2 peptide fluorescence polarization, 1536-well | AID 504523 | Q14145; in the data active = inhibition above about 12%;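 note: human Keap1 Kelch domain with fluorescein labeled Nrf2 9mer peptide probe; 0% = neutral control wells and 100% = peptide positive control; higher means more block of Keap1 binding to Nrf2 peptide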
# DAGLB inh = blocks human DAGLB lipase activity. Q8NCG7. HEK293T DAGLB membrane lysate, EnzChek fluorogenic substrate. inhibition, % at 5.17 µM. 340,000 compounds, 0.059% hits; in the data active = inhibition above about 34%;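 note: 0% = enzyme with vehicle and 100% = wells lacking enzyme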
# Arr AP2 block = human beta-arrestin and AP2 interaction inhibition. FITC-arrestin peptide / GST-AP2 beads, flow cytometry; AP2 beta2 appendage carries R879A mutation. inhibition, % at 10 µM. 340,000 compounds, 0.31% hits. AID 504490;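 active = inhibition above a set limit, near 3 SD of compounds lacking own fluorescence, cut at about 54% in these data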;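 note: plate controls were DMSO wells for no effect and 5 µM unlabelled arrestin peptide for full effect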
#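 test system = AP2 appendage R879A on GSH beads | buffer or medium = PBS plus Tween 20 (0.05%) and BSA (0.1%) | incubation = 12 min plus 1 h, RT | detection = bead flow cytometry, FITC channel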
# The depositor's hits bear a star; x = no result given. The list is partial; count on the stated rates, not on these rows.
SMILES,NSD2 HMT inh,CAL PDZ FP-1,Cardiac RTF inh,LANA DNA inh,CAL PDZ FP-2,V-ATPase pHluor,DSG3 Ab inh,Keap1-Nrf2 PPI,DAGLB inh,Arr AP2 block
COc1ccccc1C1C2=C(CC(C)(C)CC2=O)Nc2nnnn21 (centres undefined),1,-4,-3,-1.7,0.1,1,96,3,0,19
COc1ccc(N2CCN(c3nc4c(c(=O)[nH]c(=O)n4C)n3Cc3cccc(C)c3)CC2)cc1,9,-6,-1,-1.0,-1.0,0,100,0,1,18
Cc1cc(/C(N)=N/OC(=O)Nc2cccc(C(F)(F)F)c2)no1,29,x,x,0.5,-0.8,1,100,2,x,0
COCC(C)n1c(C)cc(C(=O)CN2C(=O)NC3(CCCCC3C)C2=O)c1C (centres undefined),1,-1,-3,1.2,x,-1,101,-1,0,-8
Cc1ccccc1NC(=O)Cn1nnc(-c2ccc(N3CCOCC3)cc2)n1,13,-2,-4,0.8,-0.8,3,95,-4,3,-6
COc1cc(OC)c(OC)cc1/C=N/Nc1ncnc2c1[nH]c1ccccc12,-4,6,1,1.9,1.8,-10,102,-2,2,-40
c1ccc(C2NCCn3cccc32)cc1 (centres undefined),5,-1,-4,-0.4,x,-1,90,0,-2,8
Cc1cc(C(=O)CCC(=O)N(C)CC2COc3ccccc3O2)c(C)s1 (centres undefined),-7,x,x,x,x,2,107,x,2,x
CC1CN(C(=O)CCC(=O)NC2CCCCC2)c2ccccc2S1 (centres undefined),x,6,-6,0.8,-1.3,4,104,-9,2,1
COC(=O)c1ccc(/C=N/NC(=O)C2CC(=O)N(c3ccc(OC)cc3)C2)cc1 (centres undefined),1,-1,-15,-1.0,-2.2,-1,101,-3,2,23
CCOc1ccc(CCNC(=O)CCNC(=O)c2ccccc2Cl)cc1OCC,-1,x,-5,-0.1,-0.2,0,101,-4,-2,-6
O=C(/C=C/c1ccc2c(c1)OCO2)Nc1c(C(=O)O)[nH]c2ccccc12,7,-8,1,-0.2,-0.7,0,99,-2,8,-5
COc1ccc(NC(=O)CN2CCN(C3c4ccccc4-c4ccccc43)CC2)c(OC)c1,25,-2,-2,0.6,-0.3,2,106,-5,2,-3
CCc1nnc(N2C(=O)c3ccccc3C2(O)c2ccccc2)s1 (centres undefined),-5,-1,7,-1.0,-2.0,1,92,-3,-1,5
COc1ccc(Cl)cc1NC(=O)CN(C)CC(=O)Nc1ccccc1C(F)(F)F,x,-2,7,0.5,-2.1,4,113,-4,-6,-36
CCOc1ccc(CCNC(=O)CS(=O)Cc2nc(-c3ccccc3Cl)oc2C)cc1OCC (centres undefined),1,-1,6,-1.6,-4.1,1,105,-2,2,-5
Cc1cc(C)cc(C(=O)NC(CC(N)=O)c2ccc(NCC3CC3)c([N+](=O)[O-])c2)c1 (centres undefined),x,-1,0,0.0,1.4,20,101,-1,4,-6
C/C(=N\NC(=O)c1ccc(CSc2nc(C)cc(C)n2)cc1)c1ccco1,0,2,1,0.1,-0.7,5,111,-3,1,-4
CC1CC(C)CN(C(=O)c2ccc(CNc3c(N4CCCC4)c(=O)c3=O)cc2)C1 (centres undefined),-5,-2,2,2.4,-2.4,1,96,1,-2,-4
CCc1cccc(NC(=O)C2CCCN(S(=O)(=O)c3c(C)[nH]c(=O)[nH]c3=O)C2)c1 (centres undefined),0,-1,2,-0.3,-0.3,5,101,3,-1,20
CN(C)S(=O)(=O)N1CCN(C(=O)c2ccc3c(c2)OCO3)CC1,1,x,-5,-0.4,-0.9,2,120,-1,-1,1
Cc1cc(C)n(C(=O)CNC(=O)c2ccco2)n1,-5,-1,-2,0.7,-2.1,1,105,2,-1,-10
Cc1[nH][nH]c(=O)c1C,x,-5,-1,0.5,1.1,0,93,-2,-1,-7
O=C(Nc1cccc(Cl)c1)c1ccc2c(=O)n3c(nc2c1)CCCCC3,0,0,-6,0.3,-1.7,1,109,2,0,7
COCCCN1C(=O)c2ccc(C(=O)OCC(=O)NCCc3ccccc3)cc2C1=O,0,-7,-8,-1.1,-2.5,-5,96,1,-3,2

# Profiles, looked up by structure. Order of screens: NSD2 HMT inh, CAL PDZ FP-1, Cardiac RTF inh, LANA DNA inh, CAL PDZ FP-2, V-ATPase pHluor, DSG3 Ab inh, Keap1-Nrf2 PPI, DAGLB inh, Arr AP2 block
# `O=C(/C=C/c1ccc2c(c1)OCO2)Nc1c(C(=O)O)[nH]c2ccccc12` is listed with 7, -8, 1, -0.2, -0.7, 0, 99, -2, 8, -5
# `COCC(C)n1c(C)cc(C(=O)CN2C(=O)NC3(CCCCC3C)C2=O)c1C` (centres undefined) is listed with 1, -1, -3, 1.2, x, -1, 101, -1, 0, -8
# `C/C(=N\NC(=O)c1ccc(CSc2nc(C)cc(C)n2)cc1)c1ccco1` is listed with 0, 2, 1, 0.1, -0.7, 5, 111, -3, 1, -4

# Following part
SMILES,NSD2 HMT inh,CAL PDZ FP-1,Cardiac RTF inh,LANA DNA inh,CAL PDZ FP-2,V-ATPase pHluor,DSG3 Ab inh,Keap1-Nrf2 PPI,DAGLB inh,Arr AP2 block
CCCc1oc(C(=O)O)cc1CN,-2,-5,-10,-0.1,0.0,0,100,-2,4,4
C/C(=N\OCC(=O)NCC(F)(F)F)c1cc2ccccc2o1,0,-3,-8,2.3,-1.5,4,103,4,-8,3
CCN1C(=O)c2ccccc2S(=O)c2ccc(C(=O)N3CCCC3)cc21 (centres undefined),x,-2,-3,-2.8,1.6,-1,96,4,1,-4
CCOC(=O)c1c(NC(=O)COC(=O)Cn2c(C(F)(F)F)nc3ccccc32)sc(C)c1C,1,-9,1,-0.2,-1.0,0,100,1,-2,-6
O=C(CCN1C(=O)/C(=C/c2ccc3c(c2)OCO3)SC1=S)Nc1cccc(C(=O)O)c1,4,2,-6,-7.8,1.2,-2,119,0,-1,-10
COc1ccc(CCN2C(=O)CC(C(N)=O)SC2=Nc2ccc(F)cc2)cc1OC (centres undefined),-1,-1,1,1.4,-0.2,2,103,-2,0,2
O=C(CN(c1ccc(F)cc1)S(=O)(=O)c1ccc2c(c1)OCCO2)NCc1ccccc1,0,-1,-3,-1.0,-1.2,-1,103,-1,-2,18
CSCc1ccc(C(=O)N2CCC(N3CCC(C(=O)NC(C)C)CC3)CC2)o1,1,-5,-14,-1.8,-0.9,-1,104,1,-1,3
COc1ccccc1-c1nc(-c2ccc(Br)o2)no1,x,x,1,-0.4,-3.3,-1,106,-8,-20,0
Cc1cc2sc(NC(=O)c3ccco3)nc2cc1Cl,-3,-2,-5,-1.7,-2.1,2,110,-6,1,5
O=C(CCNC(=O)c1ccco1)Nc1cccc(Br)c1,x,2,-8,-1.2,-1.1,0,88,-2,0,11
CCOc1ccc(S(=O)(=O)N2CCCC(C(=O)NCc3cccnc3)C2)cc1C (centres undefined),-1,x,-23,1.1,-0.2,-1,123,1,-1,2
O=C(COc1ccc(Br)cc1)NCCCN1CCCC1=O,-1,-2,11,0.3,-1.3,0,102,-2,-4,-15

# An excerpt from above in order of their number in NSD2 HMT inh, low to high.
SMILES	NSD2 HMT inh
Cc1cc2sc(NC(=O)c3ccco3)nc2cc1Cl	-3
COCCCN1C(=O)c2ccc(C(=O)OCC(=O)NCCc3ccccc3)cc2C1=O	0
CCOc1ccc(CCNC(=O)CS(=O)Cc2nc(-c3ccccc3Cl)oc2C)cc1OCC (centres undefined)	1

# From PubChem BioAssay
